Bioassay records (PubChem BioAssay)
ALOX15B inhib – blocks human 15-lipoxygenase 2 activity; O15296; purified 15hLO-2, xylenol orange hydroperoxide absorbance; Potency, µM (series often up to 57.1 µM), for inactives: at the top dose activity change, negative = inhibition, most hits filed as inhibitors; 110,000 compounds, 0.56% hits; AID 881; note: potency is the fitted concentration of half-maximal effect; nearly all actives have a fitted effect of over 60% in size; many of its hits are not listed in these tables
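Purified human 15hLO-2 (50 nM final) preincubated with compounds 15 min at room temperature in 25 mM Hepes pH 7.5, 0.01% Triton X-100, then 45 uM arachidonic acid added for 90 min; hydroperoxide detected via ferrous/xylenol orange, 573/405 nm absorbance ratio.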
PNC inhibitor – inhibitors of perinucleolar compartment assembly. PC3M PTB-GFP, PNC prevalence imaging, 16 h; active compounds read low. activity change (PNC), negative = inhibition, % at 10 µM. 140,000 compounds, 3.1% hits. AID 2417;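 active = readout at or below -70, meaning at least 70% loss of cells showing the perinucleolar compartment, a nuclear body marking cancer cells; inconclusive = readout between -30 and a set limit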;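 note: plate controls were DMSO wells for no effect and camptothecin positive control wells for full effect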
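Read-out is percentage of cells bearing a perinucleolar compartment, from automated 20x imaging of fixed, Hoechst-stained PC3M PTB-GFP cells. Cells were seeded 4 h, then exposed 16 h to compound (23 nl of library stock) in duplicate plates.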
IMPase inh – IMPase inhibition in cells; P97697; inhibition (IP1 accumulation), % at 46.1 µM; CHO-M1 cells, IP1 accumulation, HTRF TR-FRET ratio; 120,000 tested, under 10 active; active = well fitted curve in the direction sought with a large enough effect in the signal ratio, not every such curve was filed as active; inconclusive = small, poorly fitted or top-dose-only effect, or a change in a side signal; inactive = no such curve, though single readings can be large or run the other way; the % refers to the signal ratio;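 note: cells stimulated with carbachol in lithium chloride buffer; plate controls were DMSO basal wells for no effect and reference inhibitor wells for full effect; higher means more IMPase inhibition seen as more IP1 and lower FRET ratio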
Target sequence (P97697 whole entry, looked up): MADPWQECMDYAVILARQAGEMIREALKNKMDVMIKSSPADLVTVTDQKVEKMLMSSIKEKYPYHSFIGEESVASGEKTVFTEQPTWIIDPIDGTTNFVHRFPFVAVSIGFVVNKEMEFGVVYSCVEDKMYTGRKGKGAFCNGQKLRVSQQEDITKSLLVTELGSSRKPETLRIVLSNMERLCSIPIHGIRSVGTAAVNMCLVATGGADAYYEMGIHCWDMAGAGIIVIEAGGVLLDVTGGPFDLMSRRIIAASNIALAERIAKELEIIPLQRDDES
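Cellular IMPase inhibition is scored as a rise in cytosolic IP1, detected by competitive TR-FRET between d2-labelled IP1 and a europium anti-IP1 antibody. M1-expressing CHO cells were stimulated with carbachol for 30 min at 37C, with lithium (50 mM LiCl) present in the buffer.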
ALOX12 inhib – 12-hLO (ALOX12) enzyme inhibition. P18054. purified 12-hLO, xylenol orange hydroperoxide absorbance. Potency, µM (highest dose often 57.1 µM), for inactives: top-dose activity change, negative = inhibition, actives largely listed as inhibitors. 150,000 compounds, 0.12% hits. AID 1452; note: potency is the fitted concentration of half-maximal effect; nearly all actives have a fitted effect of over 55% in size; many of its hits are not listed in these tables
Target sequence (P18054 whole entry, looked up): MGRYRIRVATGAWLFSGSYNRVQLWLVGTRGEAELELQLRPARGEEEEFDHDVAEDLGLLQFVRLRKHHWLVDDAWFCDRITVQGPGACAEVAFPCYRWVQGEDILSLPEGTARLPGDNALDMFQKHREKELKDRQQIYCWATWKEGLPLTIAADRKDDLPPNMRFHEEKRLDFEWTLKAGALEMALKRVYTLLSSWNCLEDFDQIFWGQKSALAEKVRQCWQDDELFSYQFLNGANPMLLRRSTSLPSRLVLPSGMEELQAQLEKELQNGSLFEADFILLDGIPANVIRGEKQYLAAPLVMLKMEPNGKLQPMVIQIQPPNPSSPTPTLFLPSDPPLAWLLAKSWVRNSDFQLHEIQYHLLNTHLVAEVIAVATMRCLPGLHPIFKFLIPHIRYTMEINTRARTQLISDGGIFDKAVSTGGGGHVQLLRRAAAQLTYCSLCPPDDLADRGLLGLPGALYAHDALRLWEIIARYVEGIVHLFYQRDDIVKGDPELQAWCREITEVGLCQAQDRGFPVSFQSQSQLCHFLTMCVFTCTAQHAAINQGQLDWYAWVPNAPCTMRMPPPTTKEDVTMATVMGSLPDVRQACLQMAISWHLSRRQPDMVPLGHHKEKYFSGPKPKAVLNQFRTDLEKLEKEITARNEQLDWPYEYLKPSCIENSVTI
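150 nM 12hLO, 25 mM Hepes pH 7.0 + 0.01% Triton X-100; cpd preinc 15 min RT; 40 uM arachidonic acid, 30 min RT; Fe-XO 30 min; A573/A405 ratio as read-out.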
* hit, by the source's call; ? = inconclusive; . = not tested or not shown; [ ] = dose if it differs, or a comment. Unless noted, calls come from the whole dose curve; as a rule, active = well fitted curve in the direction sought with a large enough effect; inconclusive = small, poorly fitted or top-dose-only effect, or another doubt; inactive = no such curve, though single readings can be large; an effect the other way counts as inactive or inconclusive. Unless noted, % is set by controls: 0 for no effect and ±100 for the full control effect. A portion of the library; the hit share may differ from the screen's.

Each structure is followed by: ALOX15B inhib, PNC inhibitor, IMPase inh, ALOX12 inhib
1. Cc1cccc(NC(=O)/C=C/c2ccc(Cl)cc2)n1
 : ., 29, -1, -2%
2. CCOc1cc(C(=O)OCC(=O)NCc2ccco2)cc(OCC)c1OCC
 : -9%, -6, -10, -5%
3. O=C1NC(c2ccccc2)=NC1(NS(=O)(=O)c1ccccc1)C(F)(F)F (stereo not drawn)
 : -8%, 33, -1, -2%
4. O=C(NCC(c1cccnc1)N1CCN(c2ccccc2F)CC1)c1ccco1 (stereo not drawn)
 : -4%, ?, -1, 0%
5. COc1ccc(CSc2nncn2C)cc1[N+](=O)[O-]
 : ., 27, ., -1%
6. O=C(O)C(Cc1ccccc1)N1C(=O)/C(=C/c2ccccc2)SC1=S (stereo not drawn)
 : ., 20, ., -1%
7. C[C@@H]1CCc2cc(F)cc3c(=O)c(C(=O)O)cn1c23
 : 7%[25.6 µM], ., -5[20.6 µM], -6%[25.6 µM]
8. Cc1ccc(C)c(NC(=S)c2ccc3ccccc3n2)c1
 : ., -24, ., -5%
9. Cc1nc(N)nc(Nc2ccc(Cl)cc2)c1Br
 : 26%, 8, -2, -1%
10. CCOC(=O)c1c(C)[nH]c(C(=O)COC(=O)C(C)N2C(=O)C3CCCCC3C2=O)c1C (stereo not drawn)
 : -10%, -9, 8, 5%
11. COC(=O)c1ccc(NC(=O)C2CCCO2)cc1 (stereo not drawn)
 : -2%, -11, 9, -5%
12. Cc1ncc(CN=Cc2ccc(Cl)cc2)c(N)n1
 : -2%[11.4 µM], ., ., 3%[11.4 µM]
13. CCn1cc(C(=O)O)c(=O)c2cc(F)c(N/N=C/c3ccccc3[N+](=O)[O-])cc21
 : ., 2, ., -2%
14. O=C(NCC12CC3CC(CC(C3)C1)C2)c1cc2n(n1)C(C(F)(F)F)CC(c1ccco1)N2 (stereo not drawn)
 : -12%, -5, 6, -7%
15. CCOC(=O)N1CCN(C(=O)CSCC(=O)Nc2nc(-c3ccc(OC)cc3)cs2)CC1
 : -5%, 12, 4, -7%
16. Cc1nc2cc(C(=O)OCC(=O)NC34CC5CC(CC(C5)C3)C4)ccc2n1-c1ccccc1
 : ., -8, 9, 3%
17. CCN(CC)S(=O)(=O)c1cccc(C(=O)/C=C2/N(C)c3ccccc3C2(C)C)c1
 : ., ?, ., -4%
18. O=S(=O)(c1cccs1)N1CCN(CC(O)COc2cc(Cl)ccc2Cl)CC1 (stereo not drawn)
 : 23%, 3, 16, 3%
19. CCSc1nnc(NC(=O)c2ccccn2)s1
 : 36%[activator], 8, 1, 0%
20. Cn1ncc2c(NNC(=O)Cc3ccccc3)ncnc21
 : ., -22, ., -4%
21. O=C(O)c1cc(-c2ccc3cc4c(cc3c2)OCO4)nc2ccccc12
 : -11%[11.4 µM], ., ., -1%[11.4 µM]
22. CCOc1cc(-c2nc3cc(C)ccn3c2NCC2CCCO2)ccc1O (stereo not drawn)
 : -10%, ?, -5, -2%
23. O=[N+]([O-])c1ccccc1Sc1nccn1Cc1ccccc1
 : ., -27, 3, -7%
24. COc1ccc(OC)c2c(C)cc(NCCN3CCOCC3)nc12
 : 6%, 3, 12, -4%
25. CCN1C(=O)c2cccc3c(NC(=O)c4ccc(S(=O)(=O)N5CCOCC5)cc4)ccc1c23
 : -7%, ?, 12, -1%
26. CCC(C)c1ccc2oc(-c3ccc(NC(=O)c4ncn[nH]4)cc3)nc2c1 (stereo not drawn)
 : 32%[activator], ?, 1, 7%
27. CC(C)c1cc(CN(C)C)c(O)c(C(C)(C)C)c1
 : -2%[11.4 µM], ., ., -3%[11.4 µM]
28. COc1ccc(N=Cc2ccc(CNS(=O)(=O)c3ccc(Cl)cc3)o2)cc1
 : 3%, 5, 4, -3%
29. CCOC(=O)c1c(C)[nH]c(C(=O)NNC(=O)c2ccc(C(C)(C)C)cc2)c1C
 : ., -11, 8, -4%
30. CCN(C(=O)CSc1ccc2ccccc2c1)C1CCS(=O)(=O)C1 (stereo not drawn)
 : ., 5, 10, -1%
31. Cc1cc(Cl)ccc1NC(=S)N1CCN(C(=O)C2CCCO2)CC1 (stereo not drawn)
 : ., ?, ., -10%
32. C=CCNc1nc(N2CCOCC2)c(C#N)c2c1CN(C)CC2
 : 3%, 9, 10, 3%
33. O=C(CN1CCCCCC1)Nc1ccc(F)c(F)c1
 : ., -7, 4, -8%
34. O=C(c1ccncc1)N1CCC2(CCCN(Cc3nccs3)C2)CC1
 : 21%, ., ., 1%
35. Nc1c(-c2ccccc2)cnc2ncnn12
 : 9%, ?, 1, -4%
36. CN(C)CCN(C)Cc1ccccc1Sc1cccc2ccccc12
 : ., 13, ., 10%
37. CC(C)C(c1nnnn1C1CCCC1)N1CCOCC1 (stereo not drawn)
 : ., -29, 7, 4%
38. COc1cc(OC)c2c(N)c(C#N)c(C(F)(F)C(F)(F)F)nc2c1
 : 5%, -6, -17, 3%
39. COc1ccc2oc(=N)c(-c3nnc4n3CCCCC4)cc2c1
 : -6%, -3, -6, 6%
40. c1ccc(CCNc2nc3ccccc3s2)cc1
 : 28%, ?, -2, 0%
41. CCOc1ccc(C(=O)OCn2nnc3ccccc3c2=O)cc1OC
 : 2%, ?, -2, -2%
42. CCOc1ccc(NC(=O)C(=O)N/N=C\c2ccc(CNS(=O)(=O)c3ccccc3)o2)cc1
 : ., -26, ., -1%
43. Cc1ccc(-c2nc(N)s[n+]2-c2ccccc2)cc1
 : ., 35, ., ?
44. O=C(CSc1nnc(-c2cccnc2)s1)Nc1ccc(C(=O)O)cc1
 : ., ?, 4, -1%
45. CC(NC(=O)/C=C/c1ccco1)c1nc2ccccc2n1Cc1cccc(Cl)c1 (stereo not drawn)
 : ., 6, ., 0%
46. COc1ccc(-c2c(C)n([O-])c3c([n+]2=O)CCC3)cc1OC
 : -4%, -15, 3, 4%
47. CC(C)[C@H](NC(=O)c1ccccc1F)C(=O)Nc1nc2c(s1)CCCC2
 : ., ?, ., 1%
48. Cc1ccc(S(=O)(=O)N2CCOCC2)cc1C(=O)OCC(=O)N1c2ccccc2NC(=O)C1(C)C
 : -4%, ?, -2, 5%
49. Cc1nc2c(cc1C(=O)N/N=C/c1ccc([N+](=O)[O-])cc1)c(=O)n(C)c(=O)n2C
 : ., -20, -2, 1%
50. CCOCCCNC(=O)c1[nH]c(C)c(C(C)=O)c1C
 : -9%, 97, 5, 2%
51. O=C(Cn1c2ccccc2c(=O)c2ccccc21)N/N=C/c1cc([N+](=O)[O-])ccc1N1CCCCCC1
 : ?, ?, ?, -2%
52. O=C(N/N=C/c1cccc([N+](=O)[O-])c1)c1cnccn1
 : ., ?, ., -4%
53. COc1ccc2c(c1)C(=NN)c1cc(OC)ccc1-2
 : -2%, 54, -1, -2%
54. O=c1c2ccccc2n(Cc2ccc(Cl)cc2)c(=O)n1Cc1ccco1
 : ., -22, ., -5%
55. Cc1cc(Cl)ccc1OCC(=O)NCCCCc1ccccc1
 : ., 17, 4, -4%
56. CSc1ccccc1Sc1cc(C(=O)O)c2ccccc2n1
 : ., -16, ?, 1%
57. O=C(Nc1ccc(Br)c(Cl)c1)c1ccco1
 : 5%[2.29 µM], ?, 1, ?
58. COC(=O)[C@@]1(Cc2ccc(OC)cc2)[C@H]2c3cc(C(=O)N(C)C)n(Cc4cc(C)n(C)n4)c3C[C@H]2CN1C(=O)c1ccccc1
 : 7%, ., ., -6%
59. CCOc1ccc(NC(=O)CCSc2nc3c(c(CC)c2C#N)C(=O)CC(C)(C)C3)cc1
 : -6%, 21, 11, -5%
60. O=C(Nc1ccc(N2CCN(C(=O)c3ccco3)CC2)c(Cl)c1)c1cccs1
 : -1%, 8, 5, 3%

The listing continues.
Each structure is followed by: ALOX15B inhib, PNC inhibitor, IMPase inh, ALOX12 inhib
61. COc1cccc([C@@H]2Oc3ccc(OC)cc3C(=O)[C@H]2OC(=O)Nc2cc(OC)c(OC)c(OC)c2)c1
 : ., ?, ., -5%
62. O=C(Nc1ccc(F)cc1F)N1CCCCC1c1cccnc1 (stereo not drawn)
 : 1%, 38, 6, -3%
63. COc1ccc(Oc2c(C)oc3c(CN4CCOCC4)c(O)ccc3c2=O)cc1
 : -5%, 58, 7, 3%
64. Cc1ccc(/C(O)=C2\C(=O)C(=O)N(CCN(C)C)C2c2ccccc2F)cc1 (stereo not drawn)
 : 0%, -26, -17, -1%
65. N[C@H](CO)C(=O)NCC(=O)O
 : -9%[11.4 µM], ., ., 0%[11.4 µM]
66. CCC1CCCCN1C(=S)Nc1ccc(C(C)=O)cc1 (stereo not drawn)
 : ., 84, ., -4%
67. Cc1ccc(Nc2nc(N)nc(CN3CCN(Cc4ccc5c(c4)OCO5)CC3)n2)c(C)c1
 : 33%[activator], 8, 4, -9%
68. Cc1ccc(Nc2ccc(S(=O)(=O)N3CCOCC3)cc2[N+](=O)[O-])cc1C
 : ., ?, 6, -4%
69. CCOc1ccc(S(=O)(=O)N2CCN(c3ccccc3F)CC2)c2cccnc12
 : ., 22, ., 1%
70. CCN(CC)S(=O)(=O)c1ccc(Cl)c(NC(=O)COc2ccc(OC)cc2[N+](=O)[O-])c1
 : ., 27, ., -2%
71. O=C(O)CSC(NC(=O)c1cccnc1)(C(F)(F)F)C(F)(F)F
 : 5%, ?, -2, -3%
72. CC(C)n1c(/C=C\[C@@H](O)C[C@@H](O)CC(=O)O)c(-c2ccc(F)cc2)c2ccccc21
 : -6%[25.6 µM], ., 2[20.6 µM], -3%[25.6 µM]
73. Cc1ccc(CN(C)CCc2ccccn2)cc1
 : -14%, 8, 18, -12%
74. COc1ccccc1OCc1ccc(C(=O)N/N=C/c2ccco2)cc1
 : ., -114*, ., 0%
75. NC(C(=O)O)C(O)C(=O)O (stereo not drawn)
 : -1%, ., ., 0%
76. CCN(CC)c1nc(C)c2c(c1C#N)CC(C)(C)OC2
 : 2%, 7, -1, -1%
77. O=C(CSc1nnc2sc3ccccc3n12)N1CCN(c2ccccc2)CC1
 : -2%, 14, 8, -4%
78. CCOCCCNC(=O)C(c1ccccc1)N(Cc1cccs1)C(=O)CNC(=O)c1ccccc1 (stereo not drawn)
 : ., 7, -4, -3%
79. COc1ccc2c(c1)C(c1ccccc1)=NNC(c1ccco1)=N2
 : 15%, 69, 6, 8%
80. O=C(c1cccc(NS(=O)(=O)c2cccc(F)c2)c1)N1CCN(c2ccccc2)CC1
 : ., -10, ., 0%
81. Cc1ccc(OCC(=O)NC(=S)Nc2cccc(NC(=O)c3ccc(Cl)cc3Cl)c2)cc1
 : ., -15, ., -3%
82. CCOc1cc(CNCc2ccncc2)cc(Br)c1OCc1ccccc1F
 : 62%[activator], ?, 5, 4%
83. CCCNC(=O)OC[C@H]1O[C@H](CCO/N=C/[C@@H](OC)[C@H](C)/C=C/CC(=O)OC)C=C[C@@H]1Oc1ccc(OC)cc1
 : ., 44, ., -3%
84. O=C(Cc1c(C(=O)O)[nH]c2ccccc12)NCCN1CCN(c2ccccc2F)CC1
 : -10%, -2, -4, -3%
85. N#Cc1c2c(c(NCc3cccnc3)n3c1nc1ccccc13)CCC2
 : 6%, 29, -4, -4%
86. COCCn1c(-c2ccccc2)nc2c(c(=O)c3ccccc3n2C)c1=O
 : ., 38, ., -1%
87. Cc1cc(NC(=O)C2CC(=O)OC2c2ccccc2)no1 (stereo not drawn)
 : -1%, -8, -1, 3%
88. COc1ccc(OC)c(/C=N/NC(=O)CCN2CCN(C(c3ccccc3)c3ccccc3)CC2)c1
 : ., -17, 9, 4%
89. COc1ccc(-c2nc(C#N)c(N3CCN(c4ccccc4)CC3)o2)cc1
 : ., ?, -9, 1%
90. C=CCCCCCCCCCCCc1ccco1
 : 4%, ., ., -9%
